# SMN2 splice enh: qHTS Assay for Enhancers of SMN2 Splice Variant Expression | HEK293 SMN2-luciferase splicing reporter, luminescence, 30-36 h | Potency, µM (top dose mostly 46.1 µM), for inactives: at the top dose activity change, positive = activation, usual class: activators | 2.8% of 210,000 active | AID 1458, 2008; also: % of control where 0% means no effect; nearly all actives have a fitted effect of over 55% in size
#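 HEK293 cells carry an SMN2 […]–luciferase reporter in which exon 7 inclusion puts luciferase in frame. Cells were plated 10-12 h before compound addition, then incubated 30-36 h at 37C. ONE-Glo luminescence was read; sodium butyrate at 4.5 mM final served as control.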
# Tau ThT inhib: qHTS for Inhibitors of Tau Fibril Formation, Thioflavin T Binding | recombinant tau K18 P301L, heparin-induced fibrillization, ThT fluorescence | Potency, µM (highest dose often 57.4 µM), without a hit: at the highest dose activity, negative = inhibition, most hits filed as inhibitors | 2.1% of 270,000 active | AID 1460, 2008 | Microtubule-associated protein tau (Homo sapiens), P10636; also: % is scaled to controls: 0 for no effect and ±100 for the full control effect; nearly all actives have a fitted effect of over 55% in size
# Target sequence (P10636 561-689 P618L limits assumed): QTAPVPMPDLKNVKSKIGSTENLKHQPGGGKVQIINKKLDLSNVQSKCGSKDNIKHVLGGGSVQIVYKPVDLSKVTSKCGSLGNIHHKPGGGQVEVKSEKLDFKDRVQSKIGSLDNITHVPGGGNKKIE
#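 Heparin-induced (20 uM) aggregation of recombinant human K18 P301L tau, 15 uM unlabeled with 0.24 uM labeled, pH 7 acetate buffer, 6 hr at 37 C with compound. Fibrils quantified by 30 uM ThT fluorescence after 1 hr ambient incubation.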
# HttQ103 aggreg: qHTS Multiplex Assay to Identify Dual Action Probes in a Cell Model of Huntington: Aggregate Formation (GFP). PC12 HttQ103-GFP aggregates, Acumen cytometry, 40 h. Potency, µM (highest dose often 46.1 µM), for the others: at the highest dose activity change, negative = inhibition, actives largely listed as inhibitors. 1.1% of 220,000 active; also: % is scaled to controls: 0 for no effect and ±100 for the full control effect; nearly all actives have a fitted effect of over 60% in size
#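 Ecdysone-promoter PC12 model expressing HTT exon 1 Q103 fused to GFP, induced by tebufenozide at 100 nM final. Compounds titrated; aggregates sized 1–25 µm scored on a 488 nm laser cytometer.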
# Tau fibril FP: qHTS for Inhibitors of Tau Fibril Formation, Fluorescence Polarization; Microtubule-associated protein tau (Homo sapiens), P10636; AID 1468, 2008; Potency, µM (highest dose often 57.7 µM), for the others: at the top dose activity, negative = inhibition, most hits filed as inhibitors; 0.39% of 280,000 active; K18 P301L tau heparin fibrillization, Alexa594 FP, 6 h; also: % is scaled to controls: 0 for no effect and ±100 for the full control effect; nearly all actives have a fitted effect of over 55% in size
#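 Human K18 P301L fragment (15 uM unlabeled plus 0.24 uM Alexa 594-labeled) in 100 mM sodium acetate pH 7 with compound, aggregation induced by 20 uM heparin for 6 hr at 37 C. ThT (30 uM) added for 1 hr, then Alexa 594 FP read.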
# ALDH1A1 block: qHTS Assay for Inhibitors of Aldehyde Dehydrogenase 1 (ALDH1A1); Aldehyde dehydrogenase 1A1 (Homo sapiens), P00352; Purified ALDH1A1, NADH fluorescence, propionaldehyde substrate; Potency, µM (titrated, usually from 75.3 µM), without a hit: at the top dose activity, negative = inhibition, hits mostly inhibitors; 7.3% of 220,000 active; active = well fitted inhibition curve with a large enough effect, not every such curve was filed as active; inconclusive = small, poorly fitted or top-dose-only effect, or another doubt; inactive = no such curve, though single readings can be large or run the other way;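 also: plate controls were no enzyme wells and a reference inhibitor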
# Target sequence (P00352 whole entry, looked up): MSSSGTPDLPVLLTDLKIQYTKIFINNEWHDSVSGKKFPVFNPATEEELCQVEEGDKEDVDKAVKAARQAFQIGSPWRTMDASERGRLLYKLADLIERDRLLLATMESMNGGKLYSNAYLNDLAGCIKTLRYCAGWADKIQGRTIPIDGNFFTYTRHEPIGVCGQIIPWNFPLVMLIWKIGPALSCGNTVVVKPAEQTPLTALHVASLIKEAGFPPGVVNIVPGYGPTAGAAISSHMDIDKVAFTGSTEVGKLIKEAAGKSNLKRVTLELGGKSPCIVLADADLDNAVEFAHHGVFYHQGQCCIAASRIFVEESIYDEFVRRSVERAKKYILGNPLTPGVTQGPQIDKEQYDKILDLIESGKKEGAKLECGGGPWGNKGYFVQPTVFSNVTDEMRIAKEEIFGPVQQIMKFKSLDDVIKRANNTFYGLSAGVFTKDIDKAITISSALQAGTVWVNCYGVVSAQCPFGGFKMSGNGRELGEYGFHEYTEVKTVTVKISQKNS
# HTT cytoprotect: qHTS Multiplex Assay to Identify Dual Action Probes in a Cell Model of Huntington: Cytoprotection (ATP). PC12 HTT-Q103 induced, cytoprotection, ATP luminescence, 40 h. Potency, µM (highest dose often 56.4 µM), for the others: cytoprotection (ATP increase), usual class: activators. 0.14% of 230,000 active;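 also: % of control where 0% means no effect; nearly all actives have a fitted effect of over 45% in size; toxic huntingtin expression switched on by the ecdysone agonist tebufenozide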
#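 Compounds added alongside 100 nM tebufenozide, which induces toxic Q103 huntingtin exon 1-GFP in stable PC12 cells; surviving cells quantified by luminescent ATP measurement. Medium: phenol red-free DMEM, 5% equine and 5% calf serum.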
# Tau fluor cs: Counterscreen qHTS for Inhibitors of Tau Fibril Formation, Fluorescence Polarization; Potency, µM (series often up to 57.7 µM), for the others: top-dose activity change, negative = decrease; 0.93% of 280,000 active; tau K18 P301L Alexa594 fluorescence, heparin fibrillization; also: % is scaled to controls: 0 for no effect and ±100 for the full control effect; nearly all actives have a fitted effect of over 55% in size
#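 Human tau K18 P301L (15 uM unlabeled, 0.24 uM Alexa 594-labeled) in 100 mM sodium acetate pH 7 with 20 uM heparin, 6 hr at 37 C. ThT 30 uM added, 1 hr ambient; Alexa 594 FP and total fluorescence read at 555/632 nm.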
# JMJD2E inh: qHTS Assay for Inhibitors of Human Jumonji Domain Containing 2E (JMJD2E); Lysine-specific demethylase 4E (Homo sapiens), B2RXH2; Potency, µM (highest dose often 57.1 µM), for inactives: at the highest dose activity change, negative = inhibition, hits mostly inhibitors; 1.6% of 230,000 active; JMJD2E catalytic domain, FDH-coupled NADH fluorescence (FDH is formaldehyde dehydrogenase); active = well fitted inhibition curve with a large enough effect, not every such curve was filed as active; inconclusive = small, poorly fitted or top-dose-only effect, or another doubt; inactive = no such curve, though single readings can be large or run the other way;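 also: 0% = wells with enzyme and -100% = buffer wells without enzyme; nearly all actives have a fitted effect of over 50% in size; many of its hits are not listed in these tables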
# Target sequence (B2RXH2 1-337 limits assumed): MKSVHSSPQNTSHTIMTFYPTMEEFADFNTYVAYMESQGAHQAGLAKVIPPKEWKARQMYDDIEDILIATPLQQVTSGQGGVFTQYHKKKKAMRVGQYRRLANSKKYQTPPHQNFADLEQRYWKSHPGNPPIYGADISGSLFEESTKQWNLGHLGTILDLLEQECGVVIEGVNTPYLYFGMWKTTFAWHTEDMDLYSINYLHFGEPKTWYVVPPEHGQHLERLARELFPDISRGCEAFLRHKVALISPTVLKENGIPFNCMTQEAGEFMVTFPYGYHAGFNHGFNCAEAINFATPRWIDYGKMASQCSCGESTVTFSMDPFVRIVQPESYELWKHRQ
# * marks the source's active call; other numbers are inactive results; ? = inconclusive; / = no result given; & = joins results of further samples; [ ] = remark or other dose. Unless noted, calls follow the shape of the dose curve; as a rule, active = well fitted curve in the direction sought with a large enough effect; inconclusive = small, poorly fitted or top-dose-only effect, or another doubt; inactive = no such curve, though single readings can be large; an effect the other way counts as inactive or inconclusive. Potency is read from the fitted curve at half-maximal effect. Only part of the results is shown (hit frequency here may not be typical).
structure	SMN2 splice enh	Tau ThT inhib	HttQ103 aggreg	Tau fibril FP	ALDH1A1 block	HTT cytoprotect	Tau fluor cs	JMJD2E inh
Cc1[nH]nc2oc(=O)c(CCO)c(C)c12	0%	-3%	-13%	8%	-8%	-6%	-2%	?
COc1cc(NC(=O)c2cc(-c3ccc(Cl)c(Cl)c3)on2)cc(OC)c1OC	-1%	?	/	-18%	/	/	?	/
Cc1c(Br)c([N+](=O)[O-])nn1CC(=O)N1CCN(Cc2ccccc2)CC1	/	?	28%[9.22 µM]	-3%[2.34 µM]	-12%	37%[10 µM]	-18%	4%
CN1CCN(c2ccccc2NC(=O)Cc2cn(C)c3ccccc23)CC1	24%	1%	25µM*	-1%	4%	-54%[inhibitor]	2%	0%
O=C1/C(=C\c2ccco2)CCC/C1=C\c1ccco1	18µM*	18µM*	3%	?	5.6µM*	-7%[10 µM]	-26%	-6%
CSC(=CC(=O)c1ccc(F)cc1)SC	/	-8%	5%[9.22 µM]	?	-1%	-9%[10 µM]	-16%	-7%
CCN(CC)NC(=S)Nc1ccccc1	14%	-7%	-10%	-2%	2%	-8%	1%	5%
CC1CN(S(=O)(=O)c2ccc(Cl)c(S(=O)(=O)N3CC(C)OC(C)C3)c2)CC(C)O1 (stereo unspecified)	-32%[inhibitor]	-6%	-1%	-2%	-5%	-6%	-3%	8%
CCN(CC)S(=O)(=O)c1ccc(C(=O)OCC(=O)N2CCN(C(=O)c3ccco3)CC2)cc1	-4%	7%	13%	4%	-15%	7%[10 µM]	6%	-3%
COc1ccc(Cl)cc1N(C)C(=O)CCNC(=O)Cn1cnc2ccccc2c1=O	-19%	-4%	-12%	9%	-6%	0%	-7%	1%
COc1ccc(-n2nnnc2/C=C\Nc2ccc(C)cc2)cc1	/	/	-10%[9.22 µM]	-4%	/	-12%[10 µM]	-19%	?
CCCS(=O)(=O)C/C(N)=N/OC(=O)c1ccccc1Cl	/	/	-24%[9.22 µM]	4%	/	-22%[10 µM]	2%	-1%
CCOC(=O)c1c(CSc2ccsc2)n(C)c2cc(Br)c(O)c(CN(C)C)c12	/	?	-8%[9.22 µM]	6%	/	-5%[10 µM]	-20%	-9%
O=C1C2(CCCC13COC(c1ccc(O)cc1)OC3)COC(c1ccc(O)cc1)OC2 (stereo unspecified)	/	?	14%[9.22 µM]	1%	/	19%[10 µM]	-11%	0%
Cc1csc2ncc(C(=O)NCc3ccccc3Cl)c(=O)n12	1%	2%	-11%	1%	?	-13%	0%	?
O=C(c1ccc(CS(=O)(=O)c2ccc(Br)cc2)o1)N1CCCCCC1	-53%[inhibitor]	-17%	?	-3%	-14%	0%	-8%	9%
O=C(CSCSCC(=O)Nc1ccc2c(c1)OCO2)Nc1ccc2c(c1)OCO2	-7%	-13%	15%	5%	?	-6%[10 µM]	-15%	-3%
CC(C)OC(=O)/C(=C/c1ccco1)c1ccccc1	/	-2%	10%[9.22 µM]	-8%	/	3%[10 µM]	0%	-4%
Cc1ccc(C)c(Cn2c(=O)n(-c3ccc(F)cc3)c(=O)c3sc4ccccc4c32)c1	?	11%	/	-6%	/	/	-2%	/
C/C=C\C=C\C(=O)N1CC2(CC(c3cccc(NC(=O)CC(c4ccccc4)c4ccccc4)c3)=NO2)C[C@H]1C(N)=O (stereo partly specified)	/	-8%	-22%[9.22 µM]	1%	/	13%[10 µM]	-1%	-24%
O=C(NC(c1ccc(Cl)cc1)c1cc(Cl)c2cccnc2c1O)c1cccnc1 (stereo unspecified)	-86%[inhibitor]	-6%	8.9µM*	2%	-4%	-71%[inhibitor][10 µM]	-3%	1%
Cc1ccnc(NS(=O)(=O)c2ccc(NS(=O)(=O)Cc3ccccc3)cc2)n1	/	-6%	3%	7%	-4%	2%	7%	9%
Cn1c(-c2csc(-c3ccccc3)n2)n[nH]c1=S	20%	1%	18%	-5%	-10%	-61%[inhibitor][10 µM]	0%	4%
Cn1c(=O)c2c(nc(OCc3cccnc3)n2Cc2c(F)cccc2Cl)n(C)c1=O	-11%	0%	4%	5%	-6%	15%[10 µM]	3%	-8%
Cc1cccc(C)c1NC(=O)NC1(C(=O)NCCN2CCOCC2)CCCCC1	-4%	-8%	-9%	-2%	5%	7%	-9%	0%
CCC1=C2CC[C@H]3C(=O)N(C)C(=O)[C@H]3[C@H]2[C@@]2(Cc3ccccc3)C(=NCC3CC3)OC(=O)N2C1=O	-12%	-5%	/	-1%	?	-10%	-2%	-1%
Cc1ccc(C)c(N(C(=O)c2nsc(Cl)c2Cl)C(C(=O)NC2CCCC2)c2ccc(O)cc2)c1 (stereo unspecified)	-7%[1.84 µM]	-8%	-9%	-6%	?	-12%[10 µM]	-21%	-2%
O=[N+]([O-])c1cc(C(F)(F)F)ccc1N1CCCC(O)C1 (stereo unspecified)	11%	-7%	10%	-1%	5%	/	-1%	4%
O=S(=O)(c1ccc(OCC(O)CNCc2ccco2)c(Cl)c1)N1CCOCC1 (stereo unspecified)	5%	5%	0%	-8%	?	7%[10 µM]	-1%	282%[activator]
CCc1nc(SCC(=O)Nc2ccc(N(C)C)cc2)c2ccccc2n1	/	/	-26%[9.22 µM]	-3%	/	18%[10 µM]	-21%	4%

# Reprinted from the part before: 3 entries, then new ones.
structure	SMN2 splice enh	Tau ThT inhib	HttQ103 aggreg	Tau fibril FP	ALDH1A1 block	HTT cytoprotect	Tau fluor cs	JMJD2E inh
O=[N+]([O-])c1cc(C(F)(F)F)ccc1N1CCCC(O)C1 (stereo unspecified)	11%	-7%	10%	-1%	5%	/	-1%	4%
O=S(=O)(c1ccc(OCC(O)CNCc2ccco2)c(Cl)c1)N1CCOCC1 (stereo unspecified)	5%	5%	0%	-8%	?	7%[10 µM]	-1%	282%[activator]
CCc1nc(SCC(=O)Nc2ccc(N(C)C)cc2)c2ccccc2n1	/	/	-26%[9.22 µM]	-3%	/	18%[10 µM]	-21%	4%
CC(Sc1n[nH]c(=O)[nH]c1=O)C(=O)OCc1ccccc1 (stereo unspecified)	0%	8%	-11%	-1%	?	9%	1%	-1%
CSCC(=O)Nc1ccc(F)c(Cl)c1	/	-5%	-10%[9.22 µM]	-8%	/	8%[10 µM]	-13%	-2%
CCC(C)(C)NC(=O)C1CCN(S(=O)(=O)c2cccs2)CC1	4%	-1%	10%	1%	8%	2%	0%	1%
CCO[C@H]1OC(C(=O)N2CCCCCCC2)=C[C@@H](C2CCCCC2)[C@@H]1CCCO	/	-9%	-4%[9.22 µM]	11%	-1%	-2%[10 µM]	3%	0%
CN1C(C(=O)c2ccccc2)=C(NC(=O)c2ccc(F)cc2)c2ccccc2S1(=O)=O	-17%	-7%	/	8%	/	/	-24%	/
CCOc1ccc(N(C(=O)c2ccc(C)cc2)S(=O)(=O)c2ccc3c(c2)n(C)c(=O)n3C)cc1	-5%	?	/	11%	/	/	-23%	/
COc1cc2c(cc1OC)C(c1ccccc1)=NCC2	0%&-12%	0%&6%	-22%	3%&5%	-9%&2%	-45%[inhibitor]	-1%&5%	0%&-1%
COc1c(Cl)cc(Cl)cc1C(=O)Nc1ccc(C(=O)O)cc1	13%	5%	-10%	4%	0%	/	18%	-2%
COc1ccc(C(CC(=O)N2CCCC(C)C2)c2c(OC)cc(OC)c3c(-c4ccccc4)cc(=O)oc23)cc1 (stereo unspecified)	/	-9%	-16%[9.22 µM]	1%	/	18%[10 µM]	0%	?
Oc1ccc(Nc2nc(NCC3CCCO3)c3ccccc3n2)cc1 (stereo unspecified)	-20%	-11%	1%	2%	-9%	-17%[10 µM]	?	-4%
CCOC(=O)C(=O)/C(=C\N(C)C)c1onc(-c2ccccc2Cl)c1C(=O)OC	15%	-16%	-15%	1%	?	-7%[10 µM]	-10%	-2%
CCOc1nc(SCCOc2ccc(C)cc2)nc(N(C)C)n1	-67%[inhibitor]	12%	2%	-2%	-2%	-9%[10 µM]	7%	-6%
CCOc1ccc(OCC)c(NC(=O)CSc2nc3c(c(=O)n(C)c(=O)n3C)n2C(C)C)c1	/	-16%	-5%	-13%	8.9µM*	-31%	-23%	5%
O=S(=O)(/N=C(/Nc1ccc(Cl)c(S(=O)(=O)Nc2ccccc2Cl)c1)c1ccc(F)cc1)c1ccccc1	2%	8%	?	-12%	-12%	-4%[10 µM]	-22%	?
COc1ccccc1-c1cc(=O)c2cccc(OC)c2o1	23%	?	/	-15%	?	/	-23%	?

# Rewritten with values under each structure: 2 of the compounds above
# Results follow in this order: SMN2 splice enh, Tau ThT inhib, HttQ103 aggreg, Tau fibril FP, ALDH1A1 block, HTT cytoprotect, Tau fluor cs, JMJD2E inh
> CN1C(C(=O)c2ccccc2)=C(NC(=O)c2ccc(F)cc2)c2ccccc2S1(=O)=O
  -17%, -7%, /, 8%, /, /, -24%, /
> CCOc1ccc(N(C(=O)c2ccc(C)cc2)S(=O)(=O)c2ccc3c(c2)n(C)c(=O)n3C)cc1
  -5%, ?, /, 11%, /, /, -23%, /

# Single entries from the list.
# COc1ccccc1-c1cc(=O)c2cccc(OC)c2o1 – Tau fluor cs = -23%
# COc1c(Cl)cc(Cl)cc1C(=O)Nc1ccc(C(=O)O)cc1 – Tau fibril FP = 4%
# CSCC(=O)Nc1ccc(F)c(Cl)c1 – HTT cytoprotect = 8%[10 µM]
# CCO[C@H]1OC(C(=O)N2CCCCCCC2)=C[C@@H](C2CCCCC2)[C@@H]1CCCO – ALDH1A1 block = -1%

# Compound activity as filed in PubChem BioAssay.
